# Scp-1 inhibitor: blocks human Scp-1 phosphatase activity; AID 493091; inhibition, % at 20 µM; Recombinant Scp1, phosphopeptide, malachite green phosphate absorbance; actives 0.88% (n = 340,000);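 active = inhibition above about 50% at 20 µM, limit read from the data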;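 note: plate controls were DMSO wells with enzyme for no effect and wells lacking enzyme for full effect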
# Target sequence (Q9GZU7 76-261 limits assumed): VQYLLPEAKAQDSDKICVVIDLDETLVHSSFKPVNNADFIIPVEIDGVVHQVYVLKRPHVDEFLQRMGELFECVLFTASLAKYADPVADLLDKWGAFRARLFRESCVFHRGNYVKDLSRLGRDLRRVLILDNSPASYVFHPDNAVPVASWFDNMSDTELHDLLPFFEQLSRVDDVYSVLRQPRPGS
#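 assay system = SCP-1 phosphatase catalytic domain, residues 76-261 | buffer or medium = 50 mM Tris acetate pH 5.5, 0.005% Tween-20, 10 mM MgCl2 | incubation = enzyme reaction 45 min at room temperature, colour 5 min, stabilisation 30 min | signal = Phosphate-binding colour reagent, absorbance read at 630 nm | measure = % inhibition at 20 µM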
# TbMetRS inhib: blocks T. brucei methionyl-tRNA synthetase activity; purified T. brucei MetRS, ATP depletion, Kinase-Glo luminescence; actives 0.4% (n = 360,000); inhibition, % at 11.9 µM;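 active = inhibition above a per-plate cutoff of the control wells' mean inhibition plus 3 SD, cut at about 5.5% in these data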;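 note: 0% = DMSO wells median and 100% = median of wells with control inhibitor compound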
#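 Material: parasite MetRS enzyme / Replication: singlicate, one well per compound / Signal: luminescence of leftover ATP / Schedule: 2 h aminoacylation at 25 °C after 15 min preincubation / Medium: HEPES-MgCl2-KCl buffer plus DTT, spermine, BSA, pyrophosphatase / Doses: 11.9 µM single point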
# MsrA inhibitor: inhibits bovine methionine sulfoxide reductase A | purified bovine MsrA, absorbance read-out | inhibition, % at 15.5 µM | actives 0.75% (n = 360,000) | AID 651718; in the data active = inhibition above about 4.5%;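 note: 0% = vehicle wells with enzyme and 100% = reference inhibitor wells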
# SUMO1-SIM PPI: alters human SUMO1 binding to SIM partners; inhibition, % at 20 µM; actives 0.33% (n = 360,000); AID 602429; P63165; SUMO1 binding to a labelled peptide, TR-FRET, 1 h; in the data active = inhibition above about 37%
# NadD block: NadD (S. aureus) enzyme inhibition; purified NadD enzyme, colorimetric absorbance read-out; inhibition, % at 20 µM; actives 0.78% (n = 360,000); in the data active = inhibition above about 26%; note: some compounds past the cut are filed as inactive
# LMPTP inh: LMPTP (human) inhibition | P24666 | recombinant LMPTP-A, OMFP fluorogenic substrate, fluorescence intensity | inhibition, % at 20 µM | actives 0.22% (n = 360,000) | AID 651560;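 active = compounds that cut the enzyme signal by at least half of the control window in the single-dose screen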;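 note: plate controls were DMSO wells with enzyme plus substrate for no effect and substrate without enzyme for full effect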
#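 Test system – LMPTP-A phosphatase enzyme · Quantity – 0.625 nM LMPTP-A final · Reagent – OMFP substrate, 400 µM final · Dosing – one test concentration per compound, 20 µM, with 3% DMSO overall · Timing – 50 min enzyme reaction at room temperature, protected from light · Detection – fluorescence intensity · Controls – substrate-only low control, DMSO enzyme-plus-substrate high control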
# STEP inh: blocks human striatal-enriched tyrosine phosphatase | P54829 | recombinant STEP, OMFP fluorogenic substrate, fluorescence | inhibition, % at 20 µM | actives 0.25% (n = 360,000) | AID 588621;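 active = inhibition at 20 µM, scaled per plate between control wells, above about 37%, limit read from the data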;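 note: 0% = DMSO with enzyme and substrate and 100% = substrate only without enzyme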
# Target sequence (P54829 whole entry, looked up): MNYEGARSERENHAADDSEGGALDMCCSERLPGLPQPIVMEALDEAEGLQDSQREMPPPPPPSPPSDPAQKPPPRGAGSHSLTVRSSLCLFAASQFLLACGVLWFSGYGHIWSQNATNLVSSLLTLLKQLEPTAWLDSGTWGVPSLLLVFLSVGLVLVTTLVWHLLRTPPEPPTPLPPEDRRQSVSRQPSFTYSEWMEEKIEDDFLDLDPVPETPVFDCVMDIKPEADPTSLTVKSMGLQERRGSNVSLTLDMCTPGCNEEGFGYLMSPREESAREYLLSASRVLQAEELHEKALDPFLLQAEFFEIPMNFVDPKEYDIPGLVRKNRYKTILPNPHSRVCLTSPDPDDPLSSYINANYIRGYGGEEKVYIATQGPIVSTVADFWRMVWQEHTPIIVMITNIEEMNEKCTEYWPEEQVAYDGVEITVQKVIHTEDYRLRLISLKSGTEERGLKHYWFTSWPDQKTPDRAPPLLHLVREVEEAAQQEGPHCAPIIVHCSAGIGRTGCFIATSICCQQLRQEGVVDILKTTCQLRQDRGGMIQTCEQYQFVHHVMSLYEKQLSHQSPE
#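 medium = Bis-Tris buffer pH 6.0, 2.5 mM DTT, 0.005% Tween 20 | test system = STEP (striatal-enriched tyrosine phosphatase) enzyme, cell-free | measure = normalized % inhibition | compound dosing = 20 µM, 1% DMSO | also added = 25 µM OMFP | schedule = reaction 20 min, ambient temperature | measured by = fluorescence read at 480 nm ex / 540 nm em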
# CSN inh: CSN deneddylation inhibition; Q92905; Purified CSN, SCF-Nedd8-OG deneddylation, fluorescence polarization; inhibition, % at 12.5 µM; actives 0.38% (n = 360,000);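 active = pattern-corrected inhibition above about 35%, with an unprinted fluorescence ratio check between 0.5 and 1.5, limit read from the data, passing the limit was not always enough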;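 note: 0% = enzyme with substrate and 100% = substrate without enzyme; some results filed as inactive read as strong as hits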
# Target sequence (Q92905 whole entry, looked up, one chain of several): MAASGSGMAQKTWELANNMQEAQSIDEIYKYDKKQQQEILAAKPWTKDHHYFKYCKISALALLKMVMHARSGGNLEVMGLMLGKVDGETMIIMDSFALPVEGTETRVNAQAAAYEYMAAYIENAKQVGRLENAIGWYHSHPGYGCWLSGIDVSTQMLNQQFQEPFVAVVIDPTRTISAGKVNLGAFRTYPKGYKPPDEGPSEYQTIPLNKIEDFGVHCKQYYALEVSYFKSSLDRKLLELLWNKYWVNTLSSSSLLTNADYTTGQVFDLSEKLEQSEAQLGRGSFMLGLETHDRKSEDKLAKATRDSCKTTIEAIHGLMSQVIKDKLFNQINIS
#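 Test system: Human Csn5 produced in HEK293T cells | Compound: 12.5 µM single point | Times: 90 min, room temperature | Signal: Fluorescence polarization readout | Read-out basis: % inhibition of substrate cleavage by Csn5 | Controls: no-enzyme wells high, enzyme-with-substrate wells low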
# DNMT1 block: DNMT1 (human) enzyme inhibition; P26358; DNMT1 molecular beacon, Hinp1I cleavage, fluorescence; inhibition (reported as % activation of signal), % at 10 µM; actives 0.83% (n = 360,000); AID 588458; in the data active = inhibition above about 50%
# Rpn11 inh: inhibitors of human proteasome Rpn11. AID 588493. human 26S proteasome, Ub4-pepOG fluorescence polarization; 20S core pre-blocked with epoxomicin. actives 0.59% (n = 360,000). calls only at 20 µM;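 active = inhibition at 20 µM, scaled to each plate's controls, above about 33%, limit read from the data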
# The depositor's hits bear a star; i = inactive; / = no result given.
# Values run as follows: Scp-1 inhibitor	TbMetRS inhib	MsrA inhibitor	SUMO1-SIM PPI	NadD block	LMPTP inh	STEP inh	CSN inh	DNMT1 block	Rpn11 inh
> CCCCC(=O)OC1CCC2C3CCc4cc(O)ccc4C3CCC12C (centres undefined)
 : -3	-0.9	1.0	5	-1	4.9	2	-5	-10	i
> COc1ccc(NC(=O)CN2CCCC(C)C2)c([N+](=O)[O-])c1 (centres undefined)
 : -3	-0.1	2.2	-21	-2	-1.5	6	-3	-1	i
> CC(C)Sc1nnc([C@H](C)NC(=O)OC(C)(C)C)o1
 : -9	-0.6	0.5	0	-3	-0.8	0	4	-1	i
> CC1CCCN(CCCNC(=O)c2ccc3c(c2)N(Cc2ccccc2F)C(=O)c2ccccc2S3(=O)=O)C1 (centres undefined)
 : 0	-0.1	0.3	-4	-1	-1.6	0	0	-3	i
> O=C(CNS(=O)(=O)c1ccc(Br)s1)NCc1ccc(F)cc1
 : 3	0.0	-1.2	3	-5	0.1	3	2	2	i
> S=c1[nH]c2cc(-c3ccccc3)ccc2o1
 : -7	0.2	0.5	-3	-3	-0.5	-1	-5	-1	i
> COc1cc(OC)c(C(=O)Nc2cc(S(=O)(=O)N3CCOCC3)ccc2N2CCOCC2)cc1OC
 : /	-0.3	0.4	0	1	1.4	2	-1	1	i
> CNC(=O)CSc1nc2nn(-c3ccccc3)c(=O)c-2c2n1CCCCC2
 : 3	-0.7	/	-15	-2	-0.7	0	-2	1	i
> CCOC(=O)c1ccc(-c2ccc3[nH]c4ccccc4c(=O)c3c2)cc1F
 : -3	-0.2	-0.7	9	-2	12	7	0	46	i
> Cc1ccc(S(=O)(=O)N2CCC(C(=O)N3CCc4ccccc43)CC2)cc1C
 : -11	-0.1	-1.5	1	-2	1.9	1	-6	0	i
> CCOCCCNC(=O)C1CCN(S(=O)(=O)N2CCCCC2)CC1
 : 2	-1.1	-1.3	-1	-4	-0.4	-1	-5	2	i
> CCn1nc(NC(C)=O)c2cc3cccc(C)c3nc21
 : 11	-0.1	-1.1	-7	7	-0.2	1	2	1	i
> Cc1noc(C)c1NC(=O)N(C)C[C@@H]1Oc2ccc(NC(=O)Cc3cn(C)c4ccccc34)cc2CC(=O)N([C@H](C)CO)C[C@@H]1C
 : 4	-0.2	0.1	4	-3	0.9	2	6	-7	i
> CCOC(=O)N1CCN(C(=O)c2ccccc2NC(=O)c2ccccc2Cl)CC1
 : -5	-0.4	0.0	-3	1	-0.9	0	-2	0	i
> O=C(CNC(=O)C12CC3CC(CC(C3)C1)C2)OCc1cc(=O)n2cc(Br)ccc2n1
 : -2	-0.6	-0.8	-15	2	-0.4	5	2	2	i
> O=c1c2c(nc3nc(NCc4ccc(Cl)cc4)[nH]n13)CCC2
 : -3	-0.8	-0.1	3	8	-0.3	4	-1	-6	i
> CCOC(=O)c1c(NC(=O)C2C3C=CC(C3)C2C(=O)O)sc2c1CCC(CC)C2 (centres undefined)
 : 6	-1.4	0.9	9	17	0.6	0	-13	3	i
> Cc1ccc(S(=O)(=O)N2CCN(C(=O)c3ccccc3)C2C(C)C)cc1 (centres undefined)
 : 3	-0.7	-0.8	4	-1	-2.4	-2	3	-1	i
> COc1ccccc1CC(O)CC1c2c(cc3c(c2OC)OCO3)CCN1C (centres undefined)
 : -7	0.2	-0.6	1	-8	-0.1	1	4	-2	i
> COC(=O)c1sc2nc(SCc3ccccc3C)n(N)c(=O)c2c1C
 : -10	-0.7	-1.6	-22	5	-2.5	5	0	14	i
> O=c1[nH]c(C2CCN(S(=O)(=O)c3ccccc3C(F)(F)F)CC2)nc2c1nnn2Cc1cccc(F)c1
 : 2	-0.8	1.4	8	7	3.5	0	3	-4	i
> CCOC(=O)c1sc(NC(=O)CCCn2nc([N+](=O)[O-])c(Cl)c2C)c(C(=O)OCC)c1C
 : -17	-0.9	-0.8	-4	-2	0.7	-1	-1	1	i
> CCOC(=O)C1CCN(C(=O)Cn2nc(C)c3c(C)n(-c4ccccc4)nc3c2=O)CC1
 : -6	0.0	1.2	6	3	-1.6	-1	4	1	i
> O=C1CSC(c2cn(-c3ccccc3)nc2-c2ccccc2)N1Cc1ccco1 (centres undefined)
 : -6	-0.4	-0.7	-3	-1	2.5	0	10	-3	i
> COc1ccc(OC)c(-c2nnc(SCC(=O)N3CCCc4ccccc43)o2)c1
 : -1	-0.8	0.1	3	-3	0.2	8	-3	3	i
> CCCCCCN1C[C@H](O)[C@@H](n2cc(-c3ccc(F)cc3)nn2)C[C@@H]1c1ccccc1
 : /	-1.0	-1.2	-2	-1	2.8	4	6	-5	i
> COc1ccc(N2CCN(C(=O)c3ccc4c(Cl)c5c(nc4c3)CCCC5)CC2)cc1
 : -4	2.8	0.8	-7	5	4.6	5	-3	-14	i
> O=C1CC(Nc2cc(=O)[nH]c(=O)[nH]2)C(=O)N1c1ccccc1Cl (centres undefined)
 : 1	0.0	0.2	-19	-8	-0.9	2	-1	-1	i
> COc1ccc(C(C(=O)NCC2CCCO2)N(C(=O)CNC(=O)c2cccs2)c2ccccc2C)cc1OC (centres undefined)
 : -7	-0.2	-0.4	0	4	-0.9	-1	-5	-2	i
> Cc1cc2ncc(S(=O)(=O)c3ccccc3)c(N)n2n1
 : -1	-0.4	-0.1	-3	0	-0.5	6	-1	-1	i

# Continuation.
# Values run as follows: Scp-1 inhibitor	TbMetRS inhib	MsrA inhibitor	SUMO1-SIM PPI	NadD block	LMPTP inh	STEP inh	CSN inh	DNMT1 block	Rpn11 inh
> O=C(Nc1ccccn1)c1cccc(S(=O)(=O)N2CCCCC2)c1
 : -5	-0.2	0.7	0	0	-0.1	-2	-1	1	i
> CC1CN(C(=S)c2cccc([N+](=O)[O-])c2)CC(C)O1 (centres undefined)
 : 1	0.8	/	-11	10	0.4	3	-1	2	i
> O=C(CNC(=O)c1ccc(Br)o1)Nc1ccc(F)c(S(=O)(=O)N2CCOCC2)c1
 : 10	-0.3	-1.4	15	-2	-0.3	3	-2	-5	i
> COc1cccc(CCNC(=O)c2cccc(NC(=O)C3=C(C)OCCS3)c2)c1
 : -11	-0.2	-0.3	1	-4	1.1	-1	-4	-4	i
> O=C(Nc1ccccc1)N(CCCN1CCOCC1)Cc1ccccc1F
 : -2	-0.2	0.6	4	3	-1.2	-1	-5	1	i
> O=[N+]([O-])c1ccc(Nc2ccccc2)nc1
 : -7	0.1	3.1	-15	4	1.1	2	-5	5	i
> Cc1ccccc1/C=C1\SC(=S)N(/N=C/c2cc([N+](=O)[O-])ccc2O)C1=O
 : -4	0.0	0.9	27	5	0.1	2	-3	0	i
> COc1ccc(/C=C/C(=O)Oc2ccc(/C=N/NC(=O)COc3c(C)cccc3C)cc2)cc1
 : /	-0.3	0.0	0	8	-0.4	3	0	14	i
> Cc1cc(C)c2[nH]c(=O)c(C(c3nnnn3Cc3ccc4c(c3)OCO4)N3CCCCC3)cc2c1 (centres undefined)
 : -11	-0.9	-0.2	-9	13	-0.1	2	1	-4	i
> Nc1c(C(=O)Nc2nc3ccccc3s2)sc2nc(-c3cccs3)ccc12
 : 3	-0.2	/	-3	34*	8.3	-7	21	37	i
> COc1cccc(C(=O)NCCS(=O)(=O)N2CCC3(CC2)OCCO3)c1
 : -4	-0.2	0.8	5	-1	-0.6	10	-1	2	i
> CC[C@]12c3[nH]c4cc(-c5ccco5)ccc4c3CCN1C(=O)[C@@H](CC(=O)NCCCOC)C[C@@H]2C(=O)N1CCN(C(=O)c2ccco2)CC1
 : 4	-0.5	0.6	1	-5	1.4	2	4	-2	i
> CCOC(=O)C1=C(C)NC(=O)NC1c1cccs1 (centres undefined)
 : -9	-0.3	1.1	-2	7	-2.1	-6	-2	-4	i
> COC(=O)CSC1=C(C#N)C(c2cccc(OC)c2)CC(=O)N1 (centres undefined)
 : -9	-0.3	0.0	5	4	-0.5	-4	6	2	i
> COc1ccc(OC)c2sc(N3CCN(c4ccccc4)CC3)nc12
 : -5	-1.4	0.9	1	-3	1.4	-2	-3	-1	i
> COc1cc(CNC(C)C)ccc1OCC(=O)Nc1cccc2ccccc12
 : 4	0.4	0.0	-6	-2	1.2	1	-2	-2	i
> COc1ccccc1C(=O)N1CCN(Cc2c[nH]c3ccccc23)CC1
 : -9	-0.8	-0.4	3	-3	-2.1	-3	3	-5	i
> COc1cc(-c2nnc(COC(=O)c3cccn3C)o2)cc(OC)c1OC
 : 0	-0.8	0.7	7	-8	-0.6	0	4	-2	i
> N#Cc1ccc(-c2nc3ccc(Cl)cn3c2Cc2ccsc2)cc1
 : /	-1.2	-1.2	-1	4	-0.3	0	-4	1	i
> Cc1ccc(NC(=O)CSc2nc(C)c(Cc3ccccc3)c(=O)[nH]2)cc1
 : 1	0.3	0.3	6	11	-0.8	1	-12	5	i
> O=C(Nc1cccnc1)C1CC(c2ccc(Cl)c(Cl)c2)=NO1 (centres undefined)
 : 33	-1.4	-0.7	-5	0	-1.5	-2	-1	-3	i
> COC(=O)c1ccc(CN2C(=O)c3ccccc3S2(=O)=O)cc1
 : -9	0.0	-0.5	0	-11	-0.2	0	-4	-3	i
> Cc1cc(S(=O)(=O)N2CCCC2)ccc1OCC(=O)Nc1ccc(C(N)=O)cc1
 : -10	-0.2	-1.1	1	-2	-1.0	3	-5	-1	i
> Cn1c(=O)[nH]c(=O)c2c1ncn2CCN1CCCCC1
 : -4	0.0	-0.4	-4	4	-0.2	1	-2	1	i
> CCOc1ccc(N2C(=O)CC(NC3CCN(C(=O)c4cccc(Cl)c4)CC3)C2=O)cc1 (centres undefined)
 : -7	0.3	0.1	-5	-5	0.5	-2	2	1	i

# Random excerpt: 2 compounds from above.
# Values run as follows: Scp-1 inhibitor	TbMetRS inhib	MsrA inhibitor	SUMO1-SIM PPI	NadD block	LMPTP inh	STEP inh	CSN inh	DNMT1 block	Rpn11 inh
> O=[N+]([O-])c1ccc(Nc2ccccc2)nc1
 : -7	0.1	3.1	-15	4	1.1	2	-5	5	i
> O=C(Nc1ccccc1)N(CCCN1CCOCC1)Cc1ccccc1F
 : -2	-0.2	0.6	4	3	-1.2	-1	-5	1	i

# Three compounds already listed, arranged by the value under MsrA inhibitor, ascending:
canonical_smiles,MsrA inhibitor
N#Cc1ccc(-c2nc3ccc(Cl)cn3c2Cc2ccsc2)cc1,-1.2
CC[C@]12c3[nH]c4cc(-c5ccco5)ccc4c3CCN1C(=O)[C@@H](CC(=O)NCCCOC)C[C@@H]2C(=O)N1CCN(C(=O)c2ccco2)CC1,0.6
COc1cccc(C(=O)NCCS(=O)(=O)N2CCC3(CC2)OCCO3)c1,0.8
